Mac1 fbg inh = inhibitors of CD11b/CD18 adhesion to fibrinogen, primary screen, K562 cells, luminescence; ATPlite luminescence; Mn2+ added to activate the integrin; AID 1497, 2009; inhibition, % at 10 µM; 0.54% of 93,000 active;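 active means primary inhibition of 50% or more at 10 µM, then 40% or more on retest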; further: some results filed as inactive read as strong as hits
ERa SRC1 pot = enhancers of ERα–SRC-1 coactivator binding, primary screen, biochemical, TR-FRET, ERα LBD, low estradiol | AID 639, 2007 | TR-FRET ERalpha-LBD/SRC-Cy5 coactivator binding, 2 h; 100 = basal binding, no effect | 1.3% of 86,000 active | coactivator binding (% of control), % at 25.6 µM; in the data active means activity above about 200%;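 further: binding measured in presence of low estradiol as agonist stimulus; 0% = peptide alone without receptor and 100% = receptor with peptide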
Target sequence (P03372 whole entry, looked up, the tested form may be a part): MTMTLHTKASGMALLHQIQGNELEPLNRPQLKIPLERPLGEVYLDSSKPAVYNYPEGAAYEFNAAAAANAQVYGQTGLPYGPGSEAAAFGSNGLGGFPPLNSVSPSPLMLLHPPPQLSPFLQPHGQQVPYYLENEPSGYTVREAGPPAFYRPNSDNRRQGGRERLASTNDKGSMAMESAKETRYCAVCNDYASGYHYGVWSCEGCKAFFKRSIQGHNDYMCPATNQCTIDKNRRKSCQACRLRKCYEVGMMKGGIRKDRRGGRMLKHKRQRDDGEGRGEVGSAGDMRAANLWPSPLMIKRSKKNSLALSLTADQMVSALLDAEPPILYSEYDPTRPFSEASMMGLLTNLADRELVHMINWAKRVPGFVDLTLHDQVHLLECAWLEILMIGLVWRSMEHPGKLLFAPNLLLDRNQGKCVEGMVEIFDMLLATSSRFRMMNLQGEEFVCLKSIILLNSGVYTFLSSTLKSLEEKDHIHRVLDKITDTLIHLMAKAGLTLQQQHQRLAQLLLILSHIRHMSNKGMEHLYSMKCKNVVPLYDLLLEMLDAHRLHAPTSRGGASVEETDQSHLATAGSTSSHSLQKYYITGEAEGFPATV
FAK inh = FAK kinase inhibitors, primary screen, biochemical | biochemical FAK kinase activity assay | inhibition, %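 (tested at 7 µM)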 | AID 727, 2007 | 0.84% of 97,000 active; in the data active means inhibition above about 19%;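 further: 0% = DMSO and 100% = reference compound high control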
CD11b adhes enh = enhancers of CD11b/CD18 adhesion to fibrinogen, primary screen, K562 cells, luminescence; Integrin beta-2 (Homo sapiens) + Integrin alpha-M (Homo sapiens), P05107+P11215; ATPlite luminescence; activation, % at 10 µM; 0.07% of 93,000 active;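 active means 10 µM primary screen giving 50% or more activity, confirmed by 40% or more on retest at that dose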; further: strong numbers were not always called active
PLK1 inh = human PLK1 kinase inhibitors, primary screen, biochemical, TR-FRET; Serine/threonine-protein kinase PLK1 (Homo sapiens), P53350; recombinant PLK1 kinase, TR-FRET peptide phosphorylation; inhibition, % at 10 µM; 0.53% of 97,000 active;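 active means inhibition of 50% or more in the single-concentration screen; inactive means inhibition below 50%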;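 further: 0% = DMSO max control and 100% = H-89 dihydrochloride min control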
ERb SRC1 inh = inhibitors of ERβ-SRC1 coactivator interaction, primary screen, biochemical, TR-FRET, ERβ LBD, SRC-1 peptide; TR-FRET ER-beta LBD / SRC1-Cy5 peptide binding; receptor agonist-loaded with 1 µM estradiol; AID 633, 2007; inhibition, % at 25.6 µM; Estrogen receptor beta (Homo sapiens), Q92731; 1.3% of 86,000 active;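 active means compounds whose percent inhibition of the receptor-coactivator binding signal exceeds about 50% in the single-dose screen, limit read from the data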;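 further: 0% = receptor plus peptide wells without compound and 100% = peptide-only wells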
Target sequence (Q92731 whole entry, looked up, the tested form may be a part): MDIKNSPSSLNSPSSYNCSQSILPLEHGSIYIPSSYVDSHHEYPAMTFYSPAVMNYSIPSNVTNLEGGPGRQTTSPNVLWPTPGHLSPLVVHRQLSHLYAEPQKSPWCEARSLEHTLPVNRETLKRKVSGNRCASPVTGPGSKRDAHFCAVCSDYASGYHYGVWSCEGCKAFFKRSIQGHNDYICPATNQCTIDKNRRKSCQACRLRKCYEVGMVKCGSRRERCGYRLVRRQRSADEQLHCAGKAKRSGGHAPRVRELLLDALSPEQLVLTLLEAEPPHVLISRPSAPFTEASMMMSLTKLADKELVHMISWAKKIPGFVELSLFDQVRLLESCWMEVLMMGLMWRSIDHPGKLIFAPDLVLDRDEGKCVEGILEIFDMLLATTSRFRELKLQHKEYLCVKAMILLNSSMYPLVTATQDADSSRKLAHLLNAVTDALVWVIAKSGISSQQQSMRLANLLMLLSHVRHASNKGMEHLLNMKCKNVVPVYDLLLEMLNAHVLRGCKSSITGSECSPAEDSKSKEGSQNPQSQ
ERa coact inh = ERα–SRC-1 coactivator interaction inhibitors, primary screen, biochemical, TR-FRET, ERα LBD, estradiol-bound. inhibition, % at 25.6 µM. TR-FRET ER-alpha LBD / SRC-1 peptide. 1.7% of 86,000 active. Estrogen receptor (Homo sapiens), P03372; in the data active means inhibition above about 50%;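 further: 0% = receptor plus peptide control and 100% = peptide only without receptor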
PLK1 PBD inh = Plk1 polo box domain binding inhibitors, primary screen, biochemical, fluorescence polarization; 0.13% of 97,000 active; inhibition, %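 (tested at about 20 µM)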; Plk1 PBD phosphopeptide binding; in the data active means inhibition above about 34%, passing the limit was not always enough
HIV Rev-RRE inh = HIV-1 Rev-RRE binding inhibitors, primary screen, biochemical, FRET, protein-RNA interaction. inhibition, % at 8 µM. AID 704, 2007. Rev peptide-RRE RNA binding. 0.79% of 97,000 active. P05866;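 active means inhibition above the screen-wide mean plus 3 SD, cut at about 35% in these data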;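 further: 0% = median DMSO wells and 100% = median Neomycin B control wells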
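Assay system: Rev peptide and RRE RNA, both fluorescently labelled; times: 5 min preincubation and 15 min binding, 25 °C; detection: FRET, ex 480 nm, em 540 and 671 nm; read-out basis: % inhibition from 671/540 nm acceptor-to-donor ratio, scaled between controls; benchmarks: DMSO low control, neomycin B high control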
Starred values were filed as active, the others as inactive; . = not tested or not shown; [ ] = another dose, or the depositor's remark.

SMILES | Mac1 fbg inh | ERa SRC1 pot | FAK inh | CD11b adhes enh | PLK1 inh | ERb SRC1 inh | ERa coact inh | PLK1 PBD inh | HIV Rev-RRE inh
Cc1cccc(NC(=S)NCc2cccn2C)c1 | -2.4 | 107.4 | 2.0 | -0.2 | -4.3 | -0.2[fluorescence artefact?] | 8.2[fluorescence artefact?] | 4.1 | 0.9
COc1ccc(CC(=O)O/N=C(\N)Cc2ccc(OC)c(OC)c2)cc1 | . | . | 9.0 | . | -2.2 | . | . | 1.0 | 1.0
Cn1c(SCCCC(=O)c2ccc(F)cc2)nnc1-c1ccncc1 | 12.6 | 100.0 | -1.3 | -0.4 | -1.5 | -9.9 | 5.3 | 2.6 | 0.4
O=C(CC1CCS(=O)(=O)C1)Nc1ccc[nH]c1=O (stereo not drawn) | -18.3 | 98.6 | -3.7 | 2.9 | -15.0 | 8.6 | -3.1 | -2.0 | 12.5
COc1ccc(/C=C(/C#N)C(=O)Nc2ccc(C)cc2C)cc1C(=O)O | -1.4 | . | -6.2 | -5.1 | 3.4 | . | . | 4.0 | 2.2
CNS(=O)(=O)c1cccc2cccnc12 | 1.5 | . | 0.1 | -1.4 | -11.3 | . | . | -5.5 | 4.1
O=C(O)[C@@H](c1ccccc1)N1Cc2ccccc2C1=O | 6.2 | 597.4*[fluorescence artefact?] | -1.7 | -1.6 | -20.2 | 17.1[fluorescence artefact?] | -17.5[fluorescence artefact?] | 13.4 | 4.0
CCc1cc(C(c2cccc(OC)c2)N2CCOCC2)c(NC(=O)c2ccccc2)s1 (stereo not drawn) | 9.3 | . | 6.3 | -1.8 | -4.8 | . | . | 29.1 | 10.6
COCCOC(=O)c1c(C)oc2ccc(OC(=O)c3cccs3)cc12 | 4.9 | 105.7 | -1.9 | -0.7 | -24.6 | 1.1 | -7.0 | 9.9 | 6.0
COc1ccc(OC)c(NC(=O)CCn2cccc2)c1 | -4.0 | 93.6[fluorescence artefact?] | 3.9 | -1.9 | 2.3 | -1.4 | -42.5[fluorescence artefact?] | -3.6 | -0.3
Cc1cccc(C)c1Nc1nnc(SCC(=O)NCc2ccco2)s1 | 6.2 | 106.1 | 1.8 | -4.3 | -7.7 | 4.2 | 3.3 | 18.0 | 2.4
CC(C)CC(=O)NC(=S)Nc1ccccc1C(=O)Nc1ccccc1 | -1.6 | . | 0.3 | -4.5 | -10.3 | . | . | -2.5 | -1.3
CCCC(=O)N1CCN(C2=NS(=O)(=O)c3ccccc32)CC1 | -9.9 | 108.2 | . | -2.6 | . | 24.9[fluorescence artefact?] | 18.8 | . | .
CC1(C)CC(=O)c2cc(OCC(=O)NCCN3CCCc4ccccc43)ccc2O1 | -4.4 | 117.6 | -0.4 | -2.0 | 9.8 | -3.7 | -3.5 | 22.1 | 0.2
O=C(Nc1ccc2c(c1)CCC2)C1CCCO1 (stereo not drawn) | . | 109.0 | -0.1 | . | -1.7 | -0.1 | -7.8 | -12.3 | 4.5
CCOc1nc2ccccc2nc1C | 11.9 | 108.5 | -3.9 | -0.5 | -14.0 | -7.7 | -4.5 | -9.6 | 5.3
Cn1c(=N)n(CC(O)c2cccc3ccccc23)c2ccccc21 (stereo not drawn) | -4.0 | 110.4 | 5.5 | -3.6 | 4.0 | 7.2[fluorescence artefact?] | 7.8 | 8.6 | 2.0
COc1cccc(C(C(=O)NC(C)(C)C)N(C(=O)CCC(=O)Nc2cc(C)on2)C2CC2)c1OC (stereo not drawn) | -17.9 | 98.3[fluorescence artefact?] | -2.4 | 0.0 | -11.2 | 1.9 | -1.1 | -7.7 | -1.5
CCOC(=O)c1ccc(NC(=O)CN(c2ccc(C)cc2)S(=O)(=O)c2c(C)nn(C)c2C)cc1 | -1.1 | 109.1 | 0.1 | -0.4 | -4.8 | 6.9[fluorescence artefact?] | 1.6 | -30.7 | 10.7
COc1ccc(C(c2sc3nc(C)nn3c2O)N2CCc3ccccc3C2)cc1 (stereo not drawn) | -43.5 | 72.7 | . | -3.2 | . | -3.5 | 1.9 | . | .
COc1ccc2[nH]cc(C(=O)N3CCCCC3)c(=O)c2c1 | -4.9 | 103.8 | 0.1 | -4.4 | -12.2 | -14.7 | -4.0 | 1.9 | 8.3
COc1cccc(N(CC(=O)Nc2ccc3c(c2)OCO3)S(=O)(=O)c2ccccc2)c1 | -3.7 | . | 1.6 | -0.1 | -0.3 | . | . | -30.3 | 4.0
COc1ccc(OCCn2c(C)c(/C=N/n3cnnc3)c3ccccc32)cc1 | . | 105.2 | -2.0 | . | -0.9 | -1.5 | -0.1 | 2.5 | 3.0
COc1ccccc1Oc1ccc(S(=O)(=O)NCc2ccccn2)cc1 | 67.8* | 119.9 | -0.1 | -6.8 | -8.1 | 5.4 | 3.0 | -17.8 | 7.2
Cc1nnc(NC(=O)CSc2nnc(C)n2Cc2ccccc2)s1 | . | 130.7 | -0.9 | . | -6.1 | -4.4 | 0.2 | 1.5 | -0.7

In a second layout: entries from further up
SMILES,Mac1 fbg inh,ERa SRC1 pot,FAK inh,CD11b adhes enh,PLK1 inh,ERb SRC1 inh,ERa coact inh,PLK1 PBD inh,HIV Rev-RRE inh
CC1(C)CC(=O)c2cc(OCC(=O)NCCN3CCCc4ccccc43)ccc2O1,-4.4,117.6,-0.4,-2.0,9.8,-3.7,-3.5,22.1,0.2
COc1ccccc1Oc1ccc(S(=O)(=O)NCc2ccccn2)cc1,67.8*,119.9,-0.1,-6.8,-8.1,5.4,3.0,-17.8,7.2
COc1cccc(N(CC(=O)Nc2ccc3c(c2)OCO3)S(=O)(=O)c2ccccc2)c1,-3.7,.,1.6,-0.1,-0.3,.,.,-30.3,4.0
COc1ccc2[nH]cc(C(=O)N3CCCCC3)c(=O)c2c1,-4.9,103.8,0.1,-4.4,-12.2,-14.7,-4.0,1.9,8.3
Cc1cccc(C)c1Nc1nnc(SCC(=O)NCc2ccco2)s1,6.2,106.1,1.8,-4.3,-7.7,4.2,3.3,18.0,2.4
CCCC(=O)N1CCN(C2=NS(=O)(=O)c3ccccc32)CC1,-9.9,108.2,.,-2.6,.,24.9[fluorescence artefact?],18.8,.,.
COc1ccc(CC(=O)O/N=C(\N)Cc2ccc(OC)c(OC)c2)cc1,.,.,9.0,.,-2.2,.,.,1.0,1.0

(list continues)
SMILES | Mac1 fbg inh | ERa SRC1 pot | FAK inh | CD11b adhes enh | PLK1 inh | ERb SRC1 inh | ERa coact inh | PLK1 PBD inh | HIV Rev-RRE inh
CS(=O)(=O)N1CCN(C(=O)c2ccncc2)CC1 | -10.7 | 124.5 | -0.7 | -0.8 | -4.8 | -3.7 | -1.2 | 22.6 | 3.5
Cc1ccc(NC(=O)CSCC(=O)N2c3ccccc3CCc3ccccc32)cc1 | 5.7 | . | 2.0 | -1.5 | -12.0 | . | . | 19.1 | 0.6
CCOC(=O)Nc1sc(NS(=O)(=O)c2ccccc2)nc1C | -18.2 | 109.4 | -2.8 | -3.6 | -7.3 | 0.3 | -3.5 | -1.0 | -1.5
COc1ccc(Cn2c(=O)c3c(nc(NCCO)n3C)n(C)c2=O)cc1 | 9.1 | 113.7[fluorescence artefact?] | . | 0.4 | . | 4.8 | -0.9[fluorescence artefact?] | . | .
COc1ccc2oc(=O)c(C(=O)N3CCN(c4ccccc4)CC3)cc2c1 | 6.2 | 96.1 | 0.5 | -0.8 | -4.5 | -1.9[fluorescence artefact?] | 0.0 | 1.9 | 6.9
Cc1cccc(Nc2nnc(SCc3cn4ccsc4n3)s2)c1 | 12.2 | 123.3 | 2.8 | -0.4 | 11.9 | -10.5 | -1.9 | 5.7 | 7.4
Cc1cccc(OCc2nnc(SCC(=O)OC3CCCCC3)o2)c1 | -10.1 | 102.5 | . | -2.8 | . | -2.2 | 0.7 | . | .
COc1ccc(C(C)(C)C)cc1NC(=O)Nc1ccc2c(c1)OCO2 | . | 96.8 | 8.5 | . | -4.3 | 8.5[fluorescence artefact?] | 7.5[fluorescence artefact?] | 7.7 | 12.3
COC(=O)C1C(=O)CC(C)(O)C(C(=O)OC)C1c1ccccc1F (stereo not drawn) | . | 105.0 | -1.8 | . | -8.5 | -21.1[fluorescence artefact?] | -18.1 | -4.0 | 5.9
Cc1cc2c(c(=O)n1CC1CCCO1)C(c1ccc3c(c1)OCO3)C(C#N)=C(N)O2 (stereo not drawn) | . | 97.1 | -1.8 | . | -0.6 | 4.5 | -4.8 | -14.8 | 3.3
CC(=O)Nc1nnc(SCC(=O)N2CCN(Cc3ccccc3)CC2)s1 | . | 108.3 | 1.4 | . | -12.1 | -3.6 | -5.2 | 3.0 | 0.8
CCOC(=O)C1=C(C)OC(N)=C(C#N)C1c1ccc(OC)c(C)c1OC (stereo not drawn) | 1.9 | 103.4 | -7.5 | 7.8 | -8.0 | 17.5 | -1.8 | 17.2 | 5.2
Cc1oc(-c2cccs2)nc1CS(=O)CC(=O)NCCCOC(C)C (stereo not drawn) | 6.4 | 87.1[fluorescence artefact?] | -9.7 | -3.9 | -0.5 | 4.6 | -2.5 | -1.4 | 0.6
COc1cc(C)c(Cl)cc1S(=O)(=O)NCc1ccncc1 | 83.9* | 103.7 | -0.5 | -8.6 | -12.5 | 0.7 | -11.2 | 6.2 | -0.1
CCC(CC)C(=O)NCc1ccc2c(c1)cc(C)n2C | . | . | 2.1 | . | -11.6 | . | . | 33.9 | 0.9
CS(=O)(=O)N1CCN(c2ccc(NC(=O)c3ccc(-c4ccc(Cl)cc4)o3)cc2)CC1 | -24.2 | 54.8[fluorescence artefact?] | 3.3 | -2.1 | 0.5 | 27.1 | 45.1 | 10.5 | 0.5
O=C(COc1ccc2ccccc2c1)NCCNC(=O)COc1ccc2ccccc2c1 | -28.0 | 317.1*[fluorescence artefact?] | -14.6 | 21.1 | -16.2 | -4.0[fluorescence artefact?] | 11.0[fluorescence artefact?] | -25.8 | 3.1
CC(C)c1ccc(C2NC(C(=O)O)CS2)cc1 (stereo not drawn) | -2.9 | 86.4 | -1.1 | -3.8 | 13.2 | -1.6 | -4.6 | -23.6 | 5.6
Cc1ccc(NC(=S)N2CCN(CCN3C(=O)c4cccc5cccc(c45)C3=O)CC2)cc1 | -6.0 | . | 3.0 | 45.3 | -15.1 | . | . | -22.9 | -4.1
COC(=O)CSc1nnc(SCc2ccccc2)s1 | 9.5 | 99.6 | 2.4 | -0.2 | -2.4 | -1.8 | -2.1 | 23.7 | 1.3
NC(=O)c1ccc(NC(=O)CCCN2C(=O)c3ccccc3C2=O)cc1 | -5.8 | 101.2 | -2.3 | 5.2 | -12.1 | -1.3 | 9.3 | 14.6 | 8.4
CN(C(=O)c1cccc(C#N)c1)c1nnc(-c2cnccn2)s1 | -25.1 | 101.2[fluorescence artefact?] | 2.8 | -1.3 | -3.5 | 7.8[fluorescence artefact?] | 8.7[fluorescence artefact?] | 14.4 | 1.2
CCOc1ccccc1OCCCOc1ccc(C)cc1Br | -8.0 | . | 0.2 | -1.2 | -15.6 | . | . | -16.8 | 13.0
CCOc1ccc(NC(=O)N2CC=C(n3c(=O)[nH]c4ccccc43)CC2)cc1 | -1.6 | 118.2 | -1.7 | -4.0 | -1.4 | -1.0 | 0.1 | 14.4 | 10.4
O/N=C/c1ccccc1OCc1ccc(Cl)cc1 | . | . | -2.8 | . | 0.5 | . | . | 26.5 | 5.1
